U2OS ROS induce: ROS inducers in U2OS cancer cells, primary screen, cell-based, H2DCF-DA fluorescence; 46,000 tested, 2% active; ROS induction (% of piperlongumine), % at 10 µM; AID 624156, 2012; U2OS ROS induction; in the data active = ROS induction above about 79%, passing the limit was not always enough; inconclusive = no clear call, values can overlap the other calls;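 note: 0% = DMSO vehicle median and 100% = reference compound median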
* hit, by the source's call; ? = inconclusive. The list is partial (hit frequency here may not be typical).

SMILES	U2OS ROS induce
C[C@H](CO)N1C[C@H](C)[C@H](CN(C)Cc2ccc3c(c2)OCO3)Oc2ccc(NC(=O)Nc3cccc4ccccc34)cc2C1=O	7
C[C@@H]1CN([C@H](C)CO)C(=O)c2cccc(NC(=O)c3ccncc3)c2O[C@H]1CN(C)CC1CCCCC1	-9
C[C@@H]1CN([C@H](C)CO)C(=O)c2cc(NC(=O)CCN3CCOCC3)ccc2O[C@H]1CN(C)Cc1ccc(-c2ccccc2)cc1	-11
Cc1c(/C=N/O)sc2ccccc12	0
C/C=C1/[C@H](O[C@@H]2O[C@H](CO)[C@@H](O)[C@H](O)[C@H]2O)OC=C(C(=O)OC)[C@H]1CC(=O)OCCc1ccc(O)cc1	-5
CCOC(=O)N1CCN(C(=O)CSCC(=O)Nc2nc(-c3cccs3)cs2)CC1	-12
Cc1ccc(NC(=O)CNS(=O)(=O)c2ccccc2)c(C)c1	-6
Cc1ccc2c(CC(=O)Nc3cccc([N+](=O)[O-])c3)coc2c1C	3
CCOC(=O)C(C)n1ncn2cccc2c1=O (stereo unspecified)	-21
O=C(CN1C(=O)COc2ccc(Cl)cc21)Nc1ccc([N+](=O)[O-])cc1	-8
Cc1ccc(S(=O)(=O)Nc2cccc3c2O[C@@H](CN(C)Cc2ccc(Oc4ccccc4)cc2)[C@H](C)CN([C@H](C)CO)C3=O)cc1	9
C[C@@H]1CN([C@H](C)CO)C(=O)c2cccc(NC(=O)C3CCOCC3)c2O[C@@H]1CN(C)S(=O)(=O)c1ccc(Cl)cc1	5
O=C(OCC1=C[C@@H](O)[C@@H]2C=CO[C@@H](O[C@@H]3O[C@H](CO)[C@@H](O)[C@H](O)[C@H]3O)[C@H]12)c1ccc(O)cc1	-14
Cc1cccc(C)c1OCC(=O)Nc1ccc(O)cc1C(=O)O	-5
C[C@H]1CN([C@@H](C)CO)C(=O)c2cc(NC(=O)Nc3cccc4ccccc34)ccc2O[C@@H]1CN(C)C(=O)Nc1cccc2ccccc12	-9
C[C@@H]1CN([C@@H](C)CO)C(=O)c2cc(NC(=O)Cn3cnnn3)ccc2O[C@@H]1CN(C)Cc1ccc(C(=O)Nc2ccccc2N)cc1	-6
Cc1cc(C(=O)Nc2cccc3c2O[C@@H](CN(C)S(=O)(=O)c2ccccc2)[C@@H](C)CN([C@@H](C)CO)C3=O)n(C)n1	-7
Cc1cccc(NC(=O)CSc2nc3c(cc2C#N)CCCCC3)c1	7
CNC[C@@H]1Oc2ccc(NS(=O)(=O)c3ccc(C)cc3)cc2C(=O)N([C@@H](C)CO)C[C@@H]1C	-2
COC(OC)c1ccc(C#N)c(SCc2ccc(C)cc2)n1	-7
Cc1cc(C)c(C#N)c(SC2CCCCC2=O)n1 (stereo unspecified)	-14
Cc1ccc(S(=O)(=O)Nc2cccc3c2O[C@@H](CN(C)Cc2ccc(C(=O)Nc4ccccc4N)cc2)[C@@H](C)CN([C@@H](C)CO)C3=O)cc1	22
CCn1c(SCc2nc(-c3cccs3)no2)nnc1-c1cccs1	-3
CC1CCCC(n2c(=S)[nH]c3ccccc3c2=O)C1C (stereo unspecified)	-1
Cc1noc(C)c1NC(=O)N(C)C[C@H]1Oc2ccc(NC(=O)Nc3ccccc3)cc2C(=O)N([C@H](C)CO)C[C@@H]1C	-3
Cc1c(-c2ccccc2)oc2c(C(=O)OCCN3CCCCC3)cccc2c1=O	4
C[C@H](CO)N1C[C@H](C)[C@H](CN(C)S(=O)(=O)c2ccc(Cl)cc2)Oc2ccc(NS(=O)(=O)c3ccc(F)cc3)cc2CC1=O	19
CCC(C)c1ccc(OCCCN2CCN(C)CC2)cc1 (stereo unspecified)	-5
O=C(NCc1ccco1)C1CCCN(S(=O)(=O)c2ccc(F)cc2)C1 (stereo unspecified)	0
C[C@@H]1CN([C@H](C)CO)C(=O)Cc2cc(NS(=O)(=O)c3cn(C)cn3)ccc2O[C@H]1CN(C)Cc1ccc(Oc2ccccc2)cc1	24
C[C@@H]1CN([C@H](C)CO)C(=O)c2cc(NS(=O)(=O)c3ccc(F)cc3)ccc2O[C@H]1CN(C)Cc1ccc(C(=O)O)cc1	1
COc1ccc(S(=O)(=O)Nc2ccc3c(c2)C(=O)N([C@H](C)CO)C[C@H](C)[C@@H](CN(C)S(=O)(=O)c2ccc(OC)cc2)OCCCC[C@@H](C)O3)cc1	29
COCc1nnc(NC(=O)/C=C/c2cc(OC)c(OC)c(OC)c2)s1	4
C[C@H](CO)N1C[C@H](C)[C@H](CN(C)Cc2ccc(Oc3ccccc3)cc2)Oc2c(NC(=O)C3CCOCC3)cccc2C1=O	0
COc1ccc(OC)c(NC(=O)COc2cc(C)c(Br)c(C)c2)c1	19
C[C@@H]1CN([C@@H](C)CO)C(=O)c2cccc(NS(=O)(=O)c3cccs3)c2O[C@@H]1CN(C)C(=O)Nc1ccccc1	-5
COc1ccc(OC)c(S(=O)(=O)N(C)CC(=O)Nc2ccc(F)c(Cl)c2)c1	-5
CCCCN(C(=O)c1cn(-c2ccc(OC)cc2)c(=O)c2ccccc12)C1CCN(C(C)=O)CC1	16
C=C1CC[C@@H]2C(C)(C)C[C@@H](O)C[C@@]2(C)[C@@H]1CC/C(=C/C(=O)OC)COC(C)=O	1
C[C@@H]1CN([C@@H](C)CO)C(=O)c2cc(NS(=O)(=O)c3cn(C)cn3)ccc2O[C@H]1CN(C)Cc1ccc(Oc2ccccc2)cc1	13
C[C@@H]1CN([C@H](C)CO)C(=O)Cc2cc(NC(=O)Nc3cccc4ccccc34)ccc2O[C@H]1CN(C)C(=O)NC1CCCCC1	-8
CC(Oc1ccccc1-c1ccccc1)c1n[nH]c(=S)n1-c1ccccc1 (stereo unspecified)	-2
C[C@@H]1CN([C@@H](C)CO)C(=O)c2cccc(NS(=O)(=O)c3ccccc3)c2O[C@@H]1CN(C)S(=O)(=O)c1ccc(F)cc1	3
Cc1ccc(-n2cc(-c3ccccc3)c3c(NN4CCOCC4)ncnc32)cc1Cl	52
Nc1nc(C(=O)N2CCOCC2)nn1S(=O)(=O)c1ccc(Cl)cc1	?
C[C@H](CO)N1C[C@H](C)[C@@H](CN(C)C(=O)Nc2cccc3ccccc23)Oc2c(NC(=O)c3cnccn3)cccc2C1=O	3
COc1ccc(S(=O)(=O)N(C)C[C@@H]2Oc3c(NS(=O)(=O)c4cccs4)cccc3C(=O)N([C@H](C)CO)C[C@@H]2C)cc1	-10
Cc1ccc(S(=O)(=O)Nc2cccc3c2O[C@@H](CN(C)C(=O)Nc2ccc4c(c2)OCO4)[C@H](C)CN([C@@H](C)CO)C3=O)cc1	-9
Cc1ccc(-c2nn(C)c(=O)c3ccccc23)cc1S(=O)(=O)N1CCN(CCO)CC1	-1
O=S(=O)(Cc1ccc(Cl)cc1)CC(O)COc1ccc(F)cc1 (stereo unspecified)	1
C[C@@H]1CN([C@@H](C)CO)C(=O)c2cc(NC(=O)C3CC3)ccc2O[C@H]1CN(C)Cc1ccc(C(=O)Nc2ccccc2N)cc1	-6
Cc1ccc(S(=O)(=O)Nc2cccc3c2O[C@@H](CN(C)Cc2ccccc2)[C@H](C)CN([C@H](C)CO)C3=O)cc1	-4
COc1ccc(CN(C)C[C@H]2Oc3ccc(NS(=O)(=O)c4ccc(C)cc4)cc3C(=O)N([C@@H](C)CO)C[C@@H]2C)cc1	2
S=c1nc2c(cnn2-c2ccccc2)c(Nc2ccccc2)[nH]1	-4
Cc1ccc(S[C@]2(C(=O)NC(C)C)CC(=O)N(C(C)C)[C@@H]2c2ccc(CO)cc2I)cc1	176*
Cc1onc(-c2c(Cl)cccc2Cl)c1C(=O)NC(=S)N1CCOCC1	1
O=C(Nc1ccc(I)cc1C(=O)NCc1cccnc1)c1ccccc1Cl	?
C[C@@H]1CN([C@H](C)CO)C(=O)Cc2cc(NC(=O)C3CC3)ccc2O[C@H]1CN(C)Cc1ccc2c(c1)OCO2	7
COC(CNc1ncnc2c1c(-c1ccccc1)cn2-c1ccc(C)cc1)OC	56
COc1ccc(NC(=O)CSc2nnc(-c3cccc(Cl)c3)n2C)cc1	-3

11 compounds already listed, arranged by SMILES length, smallest number first.
SMILES	U2OS ROS induce
S=c1nc2c(cnn2-c2ccccc2)c(Nc2ccccc2)[nH]1	-4
Cc1onc(-c2c(Cl)cccc2Cl)c1C(=O)NC(=S)N1CCOCC1	1
COC(CNc1ncnc2c1c(-c1ccccc1)cn2-c1ccc(C)cc1)OC	56
Cc1ccc(-c2nn(C)c(=O)c3ccccc23)cc1S(=O)(=O)N1CCN(CCO)CC1	-1
C[C@@H]1CN([C@H](C)CO)C(=O)Cc2cc(NC(=O)C3CC3)ccc2O[C@H]1CN(C)Cc1ccc2c(c1)OCO2	7
Cc1ccc(S(=O)(=O)Nc2cccc3c2O[C@@H](CN(C)Cc2ccccc2)[C@H](C)CN([C@H](C)CO)C3=O)cc1	-4
C[C@H](CO)N1C[C@H](C)[C@@H](CN(C)C(=O)Nc2cccc3ccccc23)Oc2c(NC(=O)c3cnccn3)cccc2C1=O	3
COc1ccc(CN(C)C[C@H]2Oc3ccc(NS(=O)(=O)c4ccc(C)cc4)cc3C(=O)N([C@@H](C)CO)C[C@@H]2C)cc1	2
C[C@@H]1CN([C@@H](C)CO)C(=O)c2cc(NC(=O)C3CC3)ccc2O[C@H]1CN(C)Cc1ccc(C(=O)Nc2ccccc2N)cc1	-6
COc1ccc(S(=O)(=O)N(C)C[C@@H]2Oc3c(NS(=O)(=O)c4cccs4)cccc3C(=O)N([C@H](C)CO)C[C@@H]2C)cc1	-10
Cc1ccc(S(=O)(=O)Nc2cccc3c2O[C@@H](CN(C)C(=O)Nc2ccc4c(c2)OCO4)[C@H](C)CN([C@@H](C)CO)C3=O)cc1	-9

The list continues:
SMILES	U2OS ROS induce
CCOC(=O)c1[nH]c(=O)[nH]c1Cn1nc(C)cc1C	-3
COc1ccc(NC(=O)N(C)C[C@H]2Oc3ccc(NS(C)(=O)=O)cc3C(=O)N([C@H](C)CO)C[C@@H]2C)cc1	-4
C[C@@H]1CN([C@@H](C)CO)C(=O)Cc2cc(NS(=O)(=O)c3ccc(Cl)cc3)ccc2O[C@@H]1CN(C)S(=O)(=O)c1ccc(Cl)cc1	26
COc1cccc2cc(-c3cn(-c4ccc(F)c(F)c4)c(=S)[nH]3)c(=O)oc12	-14
Cc1ccc(C(=O)Nc2ccc3ccccc3n2)cc1	35
C[C@@H]1CCCCO[C@@H](CN(C)Cc2ccc(C(F)(F)F)cc2)[C@@H](C)CN([C@H](C)CO)C(=O)c2cc(NC(=O)Nc3ccc(F)cc3)ccc2O1	4
C[C@H](CO)N1C[C@H](C)[C@H](CN(C)Cc2ccc(C(F)(F)F)cc2)Oc2c(NC(=O)c3nc4ccccc4s3)cccc2C1=O	39
COc1ccc(CN(C)C[C@H]2Oc3ccc(NC(=O)Nc4c(C)noc4C)cc3C(=O)N([C@@H](C)CO)C[C@H]2C)cc1	-14
Cc1noc(C)c1NC(=O)N(C)C[C@H]1Oc2c(NC(=O)Nc3ccccc3)cccc2C(=O)N([C@H](C)CO)C[C@H]1C	-6
C[C@@H]1CN([C@@H](C)CO)C(=O)Cc2cc(NS(=O)(=O)c3ccc(Cl)cc3)ccc2O[C@@H]1CN(C)C(=O)Nc1ccc2c(c1)OCO2	22
C[C@@H]1CN([C@H](C)CO)C(=O)Cc2cc(NC(=O)Nc3ccc(F)cc3)ccc2O[C@H]1CN(C)Cc1ccc(-c2ccccc2)cc1	21
C[C@@H]1CN([C@@H](C)CO)C(=O)Cc2cc(N(C)C)ccc2O[C@@H]1CN(C)C(=O)Nc1ccc(F)cc1	-9
O=C(CCSc1nnnn1-c1ccccc1)N1CCOCC1	-8
C[C@@H]1CN([C@H](C)CO)C(=O)Cc2cc(NC(=O)Nc3ccc4c(c3)OCO4)ccc2O[C@@H]1CN(C)C(=O)NC1CCCCC1	-1
CCC(Sc1nnnn1-c1ccccc1)C(=O)N1c2ccccc2Sc2ccccc21 (stereo unspecified)	-2
C[C@@H]1CCCCO[C@H](CN(C)Cc2ccccc2)[C@@H](C)CN([C@H](C)CO)C(=O)c2cc(NC(=O)c3ccncc3)ccc2O1	11
C[C@@H]1CN([C@@H](C)CO)C(=O)Cc2cc(NC(=O)CCN3CCOCC3)ccc2O[C@@H]1CN(C)CC1CC1	-4
COc1ccc(NC(=O)N(C)C[C@@H]2Oc3c(NC(=O)c4cc(C)nn4C)cccc3C(=O)N([C@H](C)CO)C[C@H]2C)cc1	-10
O=C(COc1ccccc1[N+](=O)[O-])Nc1ccc2nn(-c3ccc(F)cc3)nc2c1	-1
COc1ccc(C(=O)N(Cc2nc(-c3ccc(C)cc3)no2)C(C)C)cc1	10
COC(=O)c1ccc(NC(=O)CSc2nnc(-c3cnccn3)n2C)cc1	-4
C[C@H]1CN([C@@H](C)CO)C(=O)c2cccc(NC(=O)C3CCCCC3)c2O[C@@H]1CN(C)C(=O)Nc1cccc2ccccc12	-10
Cc1ccc(NC(=O)c2ccc3c(=O)n(Cc4ccco4)c(=S)[nH]c3c2)cc1Cl	44
CC(C)NC(=O)Nc1ccc2c(c1)C(=O)N([C@H](C)CO)C[C@H](C)[C@@H](CN(C)C(=O)C1CCCCC1)OCCCC[C@@H](C)O2	44
COC(=O)CCCCCCC(=O)N/N=C/c1ccc(-c2ccccc2)c(F)c1	-10
C[C@H]1CN([C@@H](C)CO)C(=O)c2cc(NS(=O)(=O)c3ccc(Cl)cc3)ccc2O[C@@H]1CN(C)C(=O)Nc1ccc(F)cc1	-5
O=C(NCCCCCCNC(=O)ON=C1CCCCC1)ON=C1CCCCC1	-3
CCOC(=O)c1c(C)oc2ccc(OCC)cc12	11
Cn1c(=O)n(C)c2cc(CNCc3cccnc3)ccc21	1
C[C@H](CO)N1C[C@H](C)[C@H](CN(C)C(=O)Nc2ccc3c(c2)OCO3)Oc2ccc(NS(C)(=O)=O)cc2CC1=O	123*
CCC(Sc1nc2cc3c(cc2c(=O)n1Cc1ccco1)OCO3)C(=O)Nc1ccccc1OC (stereo unspecified)	22
C[C@@H]1CN([C@H](C)CO)C(=O)c2cccc(NC(=O)NC3CCCCC3)c2O[C@H]1CN(C)S(=O)(=O)c1ccc(F)cc1	-7
C[C@@H]1CN([C@@H](C)CO)C(=O)c2cc(NC(=O)Nc3ccc(C(F)(F)F)cc3)ccc2O[C@H]1CN(C)C(=O)Nc1ccc(F)cc1	-4
CNC[C@H]1Oc2c(N)cccc2C(=O)N([C@H](C)CO)C[C@@H]1C	3

Source: PubChem (Broad Institute)
